Screens from PubChem BioAssay.
Lipid storage S3 – qHTS Assay for Lipid Storage Modulators in Drosophila S3 Cells; lipid storage change, negative = inhibition, % at the top dose, mostly 46.1 µM; hits show Potency in µM; 320,000 tested, 0.64% active; Drosophila S3 cells, BODIPY lipid droplet fluorescence, 18-24 h; cells fed with added oleic acid; active = well fitted inhibition curve with a large enough effect in the signal ratio, with a control signal flat, not every such curve was filed as active; inconclusive = small, poorly fitted or top-dose-only effect, or effect the other way, or a change in a side signal; the % refers to the signal ratio
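Drosophila S3 cells loaded with oleic acid (400 uM, as added) and compounds at several concentrations; lipid droplets imaged by 488-nm laser-scanning cytometry, 500–530 nm intensity and object ratio to cell channel. Percent activity normalized to 20 uM Triacsin C.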
Lipid storage S3 cell count max – second read-out of Lipid storage S3, no call of its own (marks repeat the call); cell number change, %; measured here: cell count max response;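 cells counted by Cell Tracker Red CMTPX staining in the red channel; peak over a dose series mostly up to 46.1 µM; percent activity relative to internal control wells on each plate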
The depositor's hits bear a star; i = inactive; ? = inconclusive; . = no result given; [ ] = dose if it differs, or a comment. % is scaled to controls: 0 for no effect and ±100 for the full control effect; potency is read from the fitted curve at half-maximal effect.

SMILES	Lipid storage S3	Lipid storage S3 cell count max
Cc1ccc(C(=O)COC(=O)CNS(=O)(=O)c2ccc(C)cc2)cc1	i	-19
CC(=O)c1ccc(N/N=C(/C(N)=O)C2=NC(C)(C)Cc3ccccc32)cc1	?	.
COc1cccc(NC(=O)CSCc2n[nH]c(=O)[nH]2)c1	?	.
Cc1cccc(CN2CCC(CNC(=O)CCNC(=O)Cn3ccc4ccccc4c3=O)CC2)c1	?	.
S=c1[nH]nc(COc2ccc(Cl)cc2)n1-c1ccccc1	?	.
CCC(C)NC(=O)CS(=O)Cc1nc(-c2ccccc2C)oc1C (stereo unspecified)	7%[9.22 µM]	12
COC(=O)CSc1c(-c2ccccc2)c2cc(Cl)ccc2[nH]c1=O	-1%	-16
Cc1ccccc1OCc1nnc(SCC(=O)Nc2ccc3nc(SCC(=O)Nc4ccccc4)sc3c2)n1C	?	.
CN(CCC1CCCCO1)C(=O)CCc1nnc(CCc2ccccc2)o1 (stereo unspecified)	-10%	.
Cc1ccccc1NC(=O)c1ccc2nccnc2c1	?	.
CC(C)[C@H](NC(=O)NCc1cccs1)C(=O)O	-3%	-3
CCCCN(C)C(=O)CCC(=O)Nc1ccc2nc(N3CCOCC3)cc(C)c2c1	?	.
CCn1cc(C(=O)OCC(=O)Nc2cccc(C)c2)c(=O)c2ccc(C)nc21	?	.
O=C(NC1CCCCCCC1)C1=COCCO1	?	.
Cn1c(N)c(C(=O)COC(=O)/C=C/c2cccc(F)c2)c(=O)n(C)c1=O	?	.
CCOc1ccc(CCNC(=O)c2ccc3c(=O)[nH]c4c(C(=O)NC(C)C)sc(=S)n4c3c2)cc1	?	.
Cc1ccc2c(c1)N(CCC(=O)NCCN1CCOCC1)C(=O)CO2	?	.
C=C(C)CNC(=S)Nc1cccc(N)n1	?	.
O=S(=O)(c1ccc(SCCOc2cccc(Br)c2)nc1)N1CCCC1	7%	0
CC(Sc1nnc(-c2ccncc2)n1C)C(=O)Nc1nccs1 (stereo unspecified)	?	.
Cc1ccc(SCC(=O)Nc2ncc(C)s2)cc1	?	.
Cc1ccc(C2=NS(=O)(=O)N(C)C(C(=O)Nc3ccc4c(c3)OCO4)=C2)cc1	?	.
COc1cc(C)c(C(=O)Oc2cc(C)c(C(=O)O)c(O)c2C)c(O)c1C(=O)O	-9%	-19
CCOC(=O)Cc1csc(N/N=C/c2cccc([N+](=O)[O-])c2)n1	-20%	42
CCCn1c(SCC(=O)Nc2ccc(S(=O)(=O)N(C)C)cc2)n[nH]c1=O	-5%	25
Cc1ccc(C)c(NS(=O)(=O)c2cc(C(=O)NCC3CCCO3)ccc2C)c1 (stereo unspecified)	?	.
N#Cc1ccc(C23CC4(C2)[C@H](CN(Cc2ccc(C(F)(F)F)cc2)[C@@H]4c2ccccc2)C3c2ccc(C(F)(F)F)cc2)cc1 (stereo partly specified)	12%	15
CC1=C(C(=O)OCc2ccccc2)C(c2cccc(F)c2)NC(=O)N1 (stereo unspecified)	?	.
O=C(c1cc(COc2ccc(F)cc2Cl)on1)N1CCc2ccccc2C1	11%	8
NC(=O)c1nsc(C(=O)N(c2ccccc2)C(C(=O)NC2CCCCC2)c2ccc(O)cc2)c1N (stereo unspecified)	?	.
COc1cc(OC)cc(C(=O)N2CCN(C(=O)COc3ccc4ccccc4c3)CC2)c1	?	.
CCCCOC(=O)NCN1C(=O)C2C3C=CC(C3)C2C1=O (stereo unspecified)	?	.
Cc1cccc(C(=O)Oc2ccc(/C=N/NC(=O)c3ccncc3)cc2)c1	3%	3
CN=C1SC(CC(=O)Nc2cccc(Cl)c2Cl)C(=O)N1C (stereo unspecified)	?	.
O=C(NCCN1CCN(C(=O)c2cccc(Br)c2)CC1)C(=O)Nc1ccc(Br)cc1	i	1
O=C(CNC(=O)c1cccs1)Nc1cccc(S(=O)(=O)N2CCOCC2)c1	?	.
CCn1c(SCC(=O)Nc2ccc(N3CCOCC3)cc2)nnc1-c1ccco1	12%	-4
CC(C)CSC1=NSC2=NC(=O)/C(=C\c3ccccc3)C(=N)N12	?	.
O=C1[C@@H]2Cc3c([nH]c4ccccc34)CN2C(=O)CN1CCO	?	.
CCCn1c(C)cc(C(=O)Cn2nnc3ccccc3c2=O)c1C	?	.
CCCCC(CC)CNC(=O)CC1Nc2c3ccccc3nc(=S)n2C1=O (stereo unspecified)	-9%	-10
COc1cccc(SCC2(O)CCN(C(=O)c3ccc(Cl)cc3)CC2)c1	4%	22
CC(C)N(Cc1nnc(-c2ccc(Cl)cc2)o1)C(=O)c1cc2ccccc2o1	12%	-8
CCN(CC)CCNC(=O)c1ccc(NS(=O)(=O)c2ccc3c(c2)OCCO3)cc1	?	.
NC(=O)c1cccc(NC(=O)CCCCC(=O)Nc2cccc(C(N)=O)c2)c1	?	.

Four compounds already listed, ordered by the number in Lipid storage S3 cell count max, descending:
smiles | Lipid storage S3 cell count max
COc1cccc(SCC2(O)CCN(C(=O)c3ccc(Cl)cc3)CC2)c1 | 22
Cc1cccc(C(=O)Oc2ccc(/C=N/NC(=O)c3ccncc3)cc2)c1 | 3
CC(C)N(Cc1nnc(-c2ccc(Cl)cc2)o1)C(=O)c1cc2ccccc2o1 | -8
CCCCC(CC)CNC(=O)CC1Nc2c3ccccc3nc(=S)n2C1=O (stereo unspecified) | -10

Additional structures follow:
SMILES	Lipid storage S3	Lipid storage S3 cell count max
COc1ccc(NC(=O)CSc2nccn2-c2ccccc2)cc1	6%	-2
COc1ccc(C2/C=C\CN(C(=O)Nc3ccc(C(F)(F)F)cc3)CC(=O)N2Cc2ccc(F)cc2)cc1 (stereo unspecified)	?	.
COc1ccc(NC(=S)N2CCC(NC(=O)c3cccc(C)c3)CC2)cc1	?	.
COc1ccc(-c2nc(CN3CCCCC3c3nccn3C)c(C)o2)c(C)c1C (stereo unspecified)	?	.
Cc1cccc(C(=O)N2CCCC(c3nc(-c4ccc(C)o4)no3)C2)c1 (stereo unspecified)	i	-4
CC(C)(C)c1n[nH]c(=S)n(N)c1=O	-15%	-10
Cn1ncc2c(Nc3cccc(Cl)c3)nc(Nc3cccc(Cl)c3)nc21	?	.
COc1ccc2c(CC(=O)N3CCN(S(=O)(=O)c4cccs4)CC3)coc2c1	19%	18
Cc1cccc2cc(CN(C(=O)c3cccc([N+](=O)[O-])c3)C(C)C)c(=O)[nH]c12	-6%	-10
O=C1CC(/C=C/c2cccnc2)=Nc2ccccc2N1	?	.
CCC(CC)c1nc2cc(OC)c(OC)cc2c(=O)o1	7%	3
O=C(Nc1cnccn1)c1ccc(Cl)cc1	12%	5
O=C(O)c1ccc(/C=N/NC(=O)c2cc(-c3cccs3)nc3ccccc23)cc1	?	.
NC(=O)CCn1c(C(=O)c2cc(Cl)c(N)c(Cl)c2)c2ccccc2[n+]1[O-]	?	.
CCOC(=O)c1c(-c2ccc(C)o2)csc1NC(=S)NC(=O)N(C)C	27%	-12

Brought forward from above: 2 entries, then new ones.
SMILES	Lipid storage S3	Lipid storage S3 cell count max
NC(=O)CCn1c(C(=O)c2cc(Cl)c(N)c(Cl)c2)c2ccccc2[n+]1[O-]	?	.
CCOC(=O)c1c(-c2ccc(C)o2)csc1NC(=S)NC(=O)N(C)C	27%	-12
CC(=O)Nc1ccc(S(=O)(=O)NCc2nc(-c3cccc(C)c3)no2)cc1	?	.
CCCOc1ccc(N2C(=O)CC(NCc3ccncc3)C2=O)cc1 (stereo unspecified)	?	.
CC(C)CCNC(=O)c1cn(CC(C)C)c(=O)c2c1c1ccccc1n2C	i	.
N#Cc1cccc(-n2nnnc2-c2ccc3c(c2)OCO3)c1	?	.
CC(=O)N1CCN(C(=O)c2ccc(NS(=O)(=O)c3cc(C)ccc3C)cc2)CC1	-19%[0.0737 µM]	13
CCn1c(=NC(=O)c2ccc(S(=O)(=O)N3CCOCC3)cc2)sc2cccc(OC)c21	16µM*	4.1*
CN(C)C(CNC(=O)c1cc(Br)ccc1Cl)c1ccco1 (stereo unspecified)	?	.
O=C(CNC(=O)c1ccc(Br)cc1)N/N=C/c1ccc[nH]1	15%	22
COc1ccc(C(=O)NCCc2cn3ccccc3n2)cc1	?	.
C/C(CCc1ccc2c(c1)OCO2)=N\N=C(/N)SC1CC(=O)N(c2ccc(Cl)cc2)C1=O (stereo unspecified)	17%	-19
CCc1ccc(CN(C)CCc2ccccn2)cc1	?	.
NC(=O)CSc1nc2ccccc2n1Cc1ccccc1	?	.
Brc1ccc2[nH]ncc2c1	7%	-1
Cc1cccc(-c2nsc(SCC(=O)c3ccc(Cl)cc3)n2)c1	?	.
C=CCN(c1ccccc1)S(=O)(=O)c1ccc(Cl)c(C(=O)OCC(=O)NCCCN2CCCC2=O)c1	12%	.
COc1cccc(N2CCN(C(=O)c3cc4cc(Cl)ccc4[nH]3)CC2)c1	?	.
O=C(/C=C/c1cccc(Br)c1)NCc1ccncc1	6%	-1
COc1ccc2c(c1)O[C@H](c1ccc3c(c1)OCO3)[C@@H](OC(=O)Nc1cc(OC)c(OC)c(OC)c1)C2=O	?	.
CCOc1cccc(C(=O)Nc2ccc3[nH]ncc3c2)c1	-9%	14
O=C(CSc1nc(=O)n(CCCN2CCOCC2)c2c1CCC2)Nc1cccc(F)c1	i	-1
CCC(=O)NCCc1nc2ccccc2n1CC	?	.
O=C(CN1CCN(Cc2ccccc2)C1=O)NCc1cccs1	?	.
CC(=O)c1cn(CC(=O)NCC2CCCO2)c2ccccc12 (stereo unspecified)	18%	4
CCOc1ccc(C(=O)N2CCN(c3cccc(Cl)c3)CC2)cc1	?	.
COc1cc(/C=N/NC(=S)N/N=C/c2cc(OC)c(OC)c(OC)c2)cc(OC)c1OC	?	.
CCOc1ccc(N2CC(C(=O)Nc3cccnc3)CC2=O)cc1 (stereo unspecified)	?	.
COc1ccc(CCNC(=O)C2(C)CCC(=O)N2CCC(C)C)cc1OC (stereo unspecified)	3%	-4
CCCn1c(N)c(C(=O)CSc2n[nH]c(-c3ccccc3F)n2)c(=O)n(C)c1=O	?	.
CCCC(=O)Nc1cccc(NC(=S)NC(=O)C(C)Oc2ccc(Cl)cc2Cl)c1 (stereo unspecified)	-11%	-13
COC(=O)c1cc(-c2ccc(OC)cc2)on1	-14%	3
CC(=O)N1C(=O)/C(=C2\SC(=S)N(c3c(C)n(C)n(-c4ccccc4)c3=O)C2=O)c2ccccc21	4%	3
CCc1c(O)nc(SCC(=O)Nc2ccc3c(c2)CCC3)[nH]c1=O	4%	17
O=C(OCc1ccc(Cl)cc1)c1cnccn1	7.3µM*	24*
CCn1nc(C(=O)Nc2cc(Cl)ccc2-n2cncn2)c2ccccc2c1=O	?	.
O=C(c1ccc(-n2cncn2)c([N+](=O)[O-])c1)N1CCN(S(=O)(=O)c2ccc(F)c(F)c2)CC1	?	.
CCOc1ccc(N(CCC#N)S(=O)(=O)c2ccc(OC)cc2)cc1	-15%	-8
O=S(=O)(NCCC1=CCCCC1)c1ccc(Br)cc1	-15%	-9
CCCNC(=O)Cn1c(=O)oc2cc(S(=O)(=O)N3CCCC3)ccc21	i	4
Cc1[nH]nc(-c2ccc(OCc3cnn(-c4ccccc4)c3)cc2O)c1Oc1ccccc1F	?	.
Cn1cc(Cl)c(C(=O)Nc2nccs2)n1	17%	-21
O=C1C2C(C(=O)N1CCN1CCN(Cc3ccc([N+](=O)[O-])cc3)CC1)[C@H]1C=C[C@@H]2C1 (stereo partly specified)	?	.
CC1CCCN(CCCNS(=O)(=O)c2ccc3c(c2)CCN3C(=O)C2CC2)C1 (stereo unspecified)	?	.
CCN1CCCC1CNC(=O)c1ccc(Sc2ccccc2Cl)c([N+](=O)[O-])c1 (stereo unspecified)	4%	.
CCOc1nc(NCCN2CCOCC2)nc(Nc2ccc([N+](=O)[O-])cc2)n1	4%	5
O=c1c2[nH]c3ccccc3c2ncn1Cc1ccncc1	17%	-15
Cc1ccc(NC(=O)CSc2nnc(NC(=O)C3CC3)s2)cc1C	i	20
CC12CN(C(=O)c3ccc([N+](=O)[O-])cc3)CC(C)(CN(C(=O)c3ccc([N+](=O)[O-])cc3)C1)C2=O	-4%	15
CC/C(C)=N/Nc1ccc(S(=O)(=O)N2CCCC2)cc1[N+](=O)[O-]	?	.
O=C1ON=C(c2ccccc2)/C1=C/c1ccccc1	i	-9
COc1ccc(NC2=CC(c3ccccc3)N(c3ccc(OC)cc3)C2=O)cc1 (stereo unspecified)	-10%	-16
c1ccc(Oc2cccc(CN3CCOCC3)c2)cc1	?	.
Cc1ccc(NC(=O)CCC(=O)N/N=C/c2cc([N+](=O)[O-])ccc2O)cc1	-16%	-14
Cc1c[n+]([O-])ccc1Oc1ccc([N+](=O)[O-])cc1	?	.

3 of the compounds above, with each value named.
SMILES: O=C(/C=C/c1cccc(Br)c1)NCc1ccncc1
  Lipid storage S3 = 6%; Lipid storage S3 cell count max = -1
SMILES: Cn1c(N)c(C(=O)COC(=O)/C=C/c2cccc(F)c2)c(=O)n(C)c1=O
  Lipid storage S3 = ?; Lipid storage S3 cell count max = .
SMILES: CCn1cc(C(=O)OCC(=O)Nc2cccc(C)c2)c(=O)c2ccc(C)nc21
  Lipid storage S3 = ?; Lipid storage S3 cell count max = .

Not all compounds are listed; count on the stated rates, not on these rows.
